High-throughput results from PubChem.
GSK3beta inhib: blocks human GSK3beta kinase activity | GST-GSK3beta kinase, ADP-Glo luminescence, 60 min; hits give low values | activity score (negative = inhibition), % at 10 µM | 0.038% of 300,000 active;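 active = more than half of replicate wells score below -50%, meaning over 50% inhibition versus plate controls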;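 also: 0% = median DMSO wells and -100% = median GW8510 positive control wells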
Target sequence (P49841 whole entry, looked up): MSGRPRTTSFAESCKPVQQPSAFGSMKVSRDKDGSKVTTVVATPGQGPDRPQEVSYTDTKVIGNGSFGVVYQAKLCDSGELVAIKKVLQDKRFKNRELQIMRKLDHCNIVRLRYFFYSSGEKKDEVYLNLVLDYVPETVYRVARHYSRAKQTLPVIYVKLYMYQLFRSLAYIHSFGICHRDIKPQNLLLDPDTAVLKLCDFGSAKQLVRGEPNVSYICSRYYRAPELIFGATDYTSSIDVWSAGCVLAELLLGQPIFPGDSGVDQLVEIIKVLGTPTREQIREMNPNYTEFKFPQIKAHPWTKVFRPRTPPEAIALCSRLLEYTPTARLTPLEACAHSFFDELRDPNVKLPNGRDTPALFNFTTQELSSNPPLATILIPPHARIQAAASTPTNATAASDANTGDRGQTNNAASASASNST
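Assay system: GST-tagged human GSK3beta kinase, cell-free; Input: 1.6 ng GSK3beta; Medium: Tris/MgCl2 kinase buffer; Timing: 60 min enzyme reaction, room temperature; Signal: ADP-Glo luminescence quantifying ADP generated by kinase; Evaluation: score relative to plate controls; Benchmarks: DMSO neutral wells and GW8510 at 20 µM as positive.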
HSF1 inh: HSF1 inhibition. NIH3T3-HGL HSE-luciferase, MG132-induced, luminescence 8 h; hits give low values. activity change, negative = inhibition, % at 7.5 µM (by protocol). 0.77% of 300,000 active;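 active = more than half of replicate wells show activity change below -50%, luminescence cut by over half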;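 also: luciferase reports HSF-1 transcriptional activity via heat shock element; 0% = median of DMSO wells and -100% = zero luminescence signal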
aSyn UTR inh: 5' untranslated region of α-synuclein, MLPCN primary screen. alpha-synuclein 5'UTR reporter, inhibitor activity. inhibition, % (tested at 7.5 µM). 0.82% of 300,000 active. AID 1813; in the data active = inhibition above about 60%;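 also: H4 neuroglioblastoma cells stably carrying SNCA 5'UTR luciferase fusion; 0% = DMSO wells and 100% = positive control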
HSP90 refold inh: inhibitors of HSP90 luciferase refolding in rabbit reticulocyte lysate | inhibition, % at 5.6 µM | luciferase refolding luminescence, 3 h | 0.91% of 290,000 active;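 active = inhibition above the screen-wide mean plus 3 SD, computed separately per campaign, cut at about 16% in these data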;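 also: 0% = DMSO wells and 100% = 60 µM geldanamycin wells; inhibitors lower the luminescence because luciferase stays unfolded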
KLF5 inhibitor: inhibitors of KLF5 expression; DLD-1 KLF5 promoter-luciferase reporter, luminescence; inhibition, % at 5 µM; 0.23% of 290,000 active;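 active = inhibition above a per-plate limit of that plate's mean compound inhibition plus 3 SD, cut at about 60% in these data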;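 also: 0% = DMSO wells and 100% = LY294002 at 200 µM; higher means less KLF5 promoter-driven luciferase light; inactives centre near -14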
Platelet DG rel: modulates dense granule release in human platelets; human platelet-rich plasma, SFLLRN dense granule ATP release, luminescence; inhibition, %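 (compounds screened at 7.5 µM in platelet-rich plasma)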; 0.22% of 300,000 active;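 active = mean replicate score, as percent of positive control, at or above 50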
DYRK1A inh: inhibitors of rat Dyrk1A kinase. Q63470. ADP-Glo luminescence, NFATc1 peptide. inhibition, % at 12.5 µM. 0.43% of 310,000 active. AID 504441; in the data active = inhibition above about 50%;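 also: plate controls were vehicle with enzyme for no effect and no enzyme for full effect; many of its hits are not listed in these tables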
GSK3 alpha inh: inhibitors of human GSK-3 alpha kinase. inhibition, % at 10 µM. P49840. ADP-Glo luminescence, 60 min. 0.1% of 320,000 active. AID 2650;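 in the data active = inhibition above about 50%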;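 also: GST-tagged GSK-3 alpha with peptide substrate and 25 µM ATP; 0% = DMSO neutral wells and 100% = GW8510 positive control wells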
Target sequence (P49840 whole entry, looked up): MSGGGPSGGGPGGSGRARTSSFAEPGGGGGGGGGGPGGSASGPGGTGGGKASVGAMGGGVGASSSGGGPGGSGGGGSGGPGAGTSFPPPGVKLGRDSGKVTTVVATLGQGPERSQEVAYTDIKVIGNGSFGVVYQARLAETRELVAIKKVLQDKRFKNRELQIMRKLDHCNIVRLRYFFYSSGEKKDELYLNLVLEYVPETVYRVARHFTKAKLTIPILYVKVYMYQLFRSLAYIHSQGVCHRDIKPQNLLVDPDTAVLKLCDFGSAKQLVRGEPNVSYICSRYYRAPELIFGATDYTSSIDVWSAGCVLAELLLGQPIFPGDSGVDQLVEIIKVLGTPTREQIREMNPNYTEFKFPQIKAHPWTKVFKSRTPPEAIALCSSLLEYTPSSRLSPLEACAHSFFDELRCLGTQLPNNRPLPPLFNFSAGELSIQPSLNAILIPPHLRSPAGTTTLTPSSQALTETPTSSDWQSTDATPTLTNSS
IEC-6 tox: IEC-6 cytotoxicity, counter-screen for KLF5 inhibitors. luminescence viability. inhibition, % at 5 µM. 0.78% of 290,000 active; in the data active = inhibition above about 22%;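 also: 0% = plate median of test compound wells and 100% = cytotoxic reference compound wells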
HSF-1 act: increases HSF-1 driven luciferase reporter signal. NIH3T3-HGL HSF-1 luciferase reporter, MG132, 8 h; 100% = twice DMSO control signal. activation, % at 9 µM. 1.7% of 300,000 active;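 active = mean replicate activation of at least 50% with a set share of replicates each reaching 50%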;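 also: 0% = median of the neutral control wells and 100% = twice that signal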
* = called active by the depositor; · = no result given. Some of the compounds tested; count on the stated rates, not on these rows.

item	SMILES	GSK3beta inhib	HSF1 inh	aSyn UTR inh	HSP90 refold inh	KLF5 inhibitor
1	CC(C)c1cc(C(=O)Nc2ccc3c(c2)OCO3)no1	0	17	-173	8	-164
2	Cc1nn(-c2ccc3nnc(Br)n3n2)c(C)c1Br	-2	5	4	-2	-18
3	Cc1ccn(CCC(=O)N2CCCC(CCC(=O)N3CCN(c4ccccn4)CC3)C2)n1 (centres undefined)	0	2	-16	-5	-25
4	CCN(CC)S(=O)(=O)c1ccc(NC(=S)NC(=O)C2CCC2)cc1	1	-4	3	-2	-9
5	C/C(CCc1ccccc1)=N\NC(=O)CCc1ccccc1	1	13	-10	4	-9
6	CC1CC2=C(NC(=S)NC2c2ccc(F)cc2)/C(=C/c2ccc(F)cc2)C1 (centres undefined)	2	5	-2	1	-16
7	Cc1cc2ccccn2c1C(=O)c1ccc(C#N)cc1	0	1	11	1	-27
8	COc1cccc(C2CC(c3c(Cl)cccc3Cl)n3nc(N)nc3N2)c1 (centres undefined)	3	-11	3	4	-6
9	CCCCCc1c(O)c2ccccc2[nH]c1=O	-2	4	-11	-1	-21
10	COc1ccc(Cl)cc1NC(=O)CCc1nnc2ccc(N3CCC4(CC3)OCCO4)nn12	0	3	-2	3	3

item	Platelet DG rel	DYRK1A inh	GSK3 alpha inh	IEC-6 tox	HSF-1 act
1	-3	4	-2	-4	39
2	1	·	·	0	25
3	17	2	-5	-1	7
4	-1	·	·	1	3
5	9	0	2	1	49
6	-11	1	·	3	4
7	3	4	0	4	12
8	2	7	·	-4	-5
9	1	3	1	-2	-2
10	-2	-1	-2	12	-2

Other compounds
item	SMILES	GSK3beta inhib	HSF1 inh	aSyn UTR inh	HSP90 refold inh	KLF5 inhibitor
11	CC(C)Cc1nnc(NC(=O)CSc2ccccn2)s1	·	-18	-34	-1	-20
12	CC1(c2ccc3noc(-c4ccc(Cl)cc4)c3c2)OCCO1	-4	0	15	2	-22
13	Cc1cc(F)ccc1S(=O)(=O)N1CCC2(CC1)OCCN2S(=O)(=O)c1cccs1	1	3	-2	·	·
14	N#Cc1cnn2c(-c3cccc(C(F)(F)F)c3)ccnc12	-1	-9	4	2	-3
15	Cc1cc(Cl)c(S(=O)(=O)Nc2ccc(Cl)cn2)cc1OCC(N)=O	1	-6	2	-1	-12
16	Cc1ccc(NC(=O)c2ccc(C)c(NC3=NC4CS(=O)(=O)CC4S3)c2)cc1C (centres undefined)	1	-5	-11	0	4
17	CCC(C)NC(=O)c1ccccc1NC(=O)/C(=C/c1ccc(OC)cc1)c1ccccc1 (centres undefined)	4	4	47	-5	8
18	O=C(CCS(=O)(=O)c1ccccc1)Nc1ccc(-c2nc3ccccc3s2)c(O)c1	3	5	-93	7	11
19	CCN(CC(O)CON=C1c2ccccc2-c2ccccc21)S(=O)(=O)c1ccc(C)cc1 (centres undefined)	-3	13	0	-3	-19
20	CCN(CC)CCN(C(=O)c1ccc2ncsc2c1)c1nc2cc3c(cc2s1)OCO3	1	-22	-24	34*	-52

item	Platelet DG rel	DYRK1A inh	GSK3 alpha inh	IEC-6 tox	HSF-1 act
11	·	2	-1	-5	-37
12	-3	-6	1	9	3
13	·	-1	2	·	4
14	5	4	-1	1	-10
15	3	-10	2	3	-4
16	-8	2	-3	2	-13
17	-1	10	-5	-8	11
18	-3	-7	0	-2	3
19	2	·	0	-5	24
20	-7	-5	-1	-4	-26

(more compounds)
item	SMILES	GSK3beta inhib	HSF1 inh	aSyn UTR inh	HSP90 refold inh	KLF5 inhibitor
21	O=C(c1ccc2c(c1)OCCO2)N1CCN(c2ccc([N+](=O)[O-])cc2)CC1	-3	0	12	6	-35
22	CN(Cc1ccccc1)C(=O)c1ccc2c(c1)NC(=O)C(N1CCOCC1)S2 (centres undefined)	1	3	10	2	9
23	CCCCCn1c(N2CCN(c3cccc(Cl)c3)CC2)nc2c1c(=O)[nH]c(=O)n2C	3	58	30	-2	-1
24	CN(CCN(C)C(C)(C)C)C(=O)C(c1ccccc1)c1ccccc1	-3	2	-22	2	-7
25	Cc1cccc(C(=O)NC2C(=O)NNC2c2ccc(Cl)cc2)c1 (centres undefined)	3	37	20	10	-3
26	Cc1nnc(SCC(=O)NC2CCCCC2)[nH]c1=O	-4	-12	0	0	1
27	CCc1cc(CNC(=O)CC2C(=O)NCCN2Cc2ccccc2C(F)(F)F)on1 (centres undefined)	-4	10	13	-2	-6
28	COc1ccc(S(=O)(=O)N2CCC(C(=O)Nc3cccc(C(C)=O)c3)CC2)cc1C	1	-3	19	4	-12
29	CC(C)Cc1nc(N2CCN(C(=O)c3ccco3)CC2)c(C#N)c2c1CCCC2	2	14	32	3	7
30	CCOC(=O)CSc1nc2cc(C(=O)N3CCC(C(N)=O)CC3)ccc2c(=O)n1C1CCCCC1	·	-3	12	1	-27

item	Platelet DG rel	DYRK1A inh	GSK3 alpha inh	IEC-6 tox	HSF-1 act
21	0	·	-2	2	0
22	-2	-11	·	-1	-4
23	1	-7	-1	3	111*
24	4	·	-2	4	-3
25	7	1	1	-8	35
26	-4	0	-3	-6	-14
27	4	-9	1	-3	5
28	10	-1	-2	-6	-7
29	8	2	2	5	8
30	3	-2	4	0	-8

A draw from above in order of heavy-atom count, ascending.
item	SMILES	GSK3beta inhib	HSF1 inh	aSyn UTR inh	HSP90 refold inh	KLF5 inhibitor
26	Cc1nnc(SCC(=O)NC2CCCCC2)[nH]c1=O	-4	-12	0	0	1
25	Cc1cccc(C(=O)NC2C(=O)NNC2c2ccc(Cl)cc2)c1 (centres undefined)	3	37	20	10	-3
24	CN(CCN(C)C(C)(C)C)C(=O)C(c1ccccc1)c1ccccc1	-3	2	-22	2	-7
22	CN(Cc1ccccc1)C(=O)c1ccc2c(c1)NC(=O)C(N1CCOCC1)S2 (centres undefined)	1	3	10	2	9
29	CC(C)Cc1nc(N2CCN(C(=O)c3ccco3)CC2)c(C#N)c2c1CCCC2	2	14	32	3	7
28	COc1ccc(S(=O)(=O)N2CCC(C(=O)Nc3cccc(C(C)=O)c3)CC2)cc1C	1	-3	19	4	-12
20	CCN(CC)CCN(C(=O)c1ccc2ncsc2c1)c1nc2cc3c(cc2s1)OCO3	1	-22	-24	34*	-52
30	CCOC(=O)CSc1nc2cc(C(=O)N3CCC(C(N)=O)CC3)ccc2c(=O)n1C1CCCCC1	·	-3	12	1	-27

item	Platelet DG rel	DYRK1A inh	GSK3 alpha inh	IEC-6 tox	HSF-1 act
26	-4	0	-3	-6	-14
25	7	1	1	-8	35
24	4	·	-2	4	-3
22	-2	-11	·	-1	-4
29	8	2	2	5	8
28	10	-1	-2	-6	-7
20	-7	-5	-1	-4	-26
30	3	-2	4	0	-8

The list goes on.
item	SMILES	GSK3beta inhib	HSF1 inh	aSyn UTR inh	HSP90 refold inh	KLF5 inhibitor
31	CCOC(=O)C(/C=C(\C#N)C(=O)OCC)=C(/N)N1CCN(c2c(C)cccc2C)CC1	0	-4	11	1	-35
32	CCCCNC(=O)C1CCN(c2nc(C)cc(C)n2)CC1	0	-9	1	-3	-20
33	Cc1cc(NC(=O)CSc2nc3cc(Cl)ccc3s2)no1	0	14	-14	5	-9
34	CC1CN(C(=O)c2c(Br)cnn2C)CC(C)O1 (centres undefined)	1	-3	22	3	-16
35	CC(C)CSc1nc2c(=O)[nH][nH]c(=O)c2n1Cc1ccccc1	3	-6	13	-4	-33
36	Cc1ccc(S(=O)(=O)N2CN(CC3CCCO3)c3nc4ccccc4nc32)c(C)c1 (centres undefined)	-1	0	-15	-3	-15
37	COc1cc2c(c(OC)c1OC)-c1c(cc(OC)c(OC)c1OC)C[C@](C)(O)[C@@H](C)C2	2	-4	-10	·	·
38	COc1ccc(OCC(=O)NCCC2=CCCCC2)c([N+](=O)[O-])c1	-1	8	9	-1	-27
39	COC(=O)c1cn(Cc2ccccc2C)nn1	0	-9	3	3	-15
40	Cc1ccc(Cn2c(C3CCCN3c3nc(-c4cc(Cl)c(N)c(Cl)c4)cs3)nc3cc(Cl)c(Cl)cc32)cc1 (centres undefined)	-5	-40	-38	·	·

item	Platelet DG rel	DYRK1A inh	GSK3 alpha inh	IEC-6 tox	HSF-1 act
31	-1	0	·	-4	30
32	33	0	2	-2	-12
33	-5	-9	0	2	-8
34	4	-4	0	-5	-9
35	3	0	1	-2	-3
36	3	3	0	-2	7
37	-2	37	-3	·	6
38	3	3	-2	0	22
39	13	2	-2	-1	-13
40	1	6	-3	·	-49

Following part
item	SMILES	GSK3beta inhib	HSF1 inh	aSyn UTR inh	HSP90 refold inh	KLF5 inhibitor
41	CCOc1ccc(N(CC(=O)N/N=C/c2cc([N+](=O)[O-])ccc2Cl)S(C)(=O)=O)cc1	2	-2	12	0	-3
42	COc1ccc2nc(NC(=O)CCc3nc(-c4ccccc4F)no3)sc2c1	-2	-3	-38	-1	-7
43	Cc1cccc(Nc2ccccc2C(=O)O)c1C	3	-7	-20	-3	-16
44	O=C(NCCc1ccncc1)c1ccccc1F	2	-3	4	-4	-17
45	O=C(OCc1ccc(F)cc1)c1ccc2ccccc2n1	-3	6	18	-2	-38
46	CC(C)c1ccc(S(=O)(=O)NCc2ccc3c(c2)OCO3)cc1	1	-2	4	-3	-20
47	N#Cc1nc(Cc2cccc3ccccc23)oc1N1CCN(c2ccccc2)CC1	-2	-7	22	-2	-45
48	CCN(CC(=O)Nc1ccccc1C(F)(F)F)C(=O)CCc1ccccc1	0	-37	-3	1	5
49	Cc1cccc(NC2=NC(=S)N(c3ccc(C(=O)O)cc3)C23CCCCC3)c1	4	1	-12	-1	-5
50	CC(Sc1n[nH]c(-c2ccccc2)n1)C(=O)c1c(N)n(C)c(=O)n(C)c1=O (centres undefined)	1	2	9	·	·

item	Platelet DG rel	DYRK1A inh	GSK3 alpha inh	IEC-6 tox	HSF-1 act
41	0	4	0	1	-18
42	12	5	·	-4	-25
43	1	3	·	-2	-2
44	0	-2	-1	-4	0
45	-1	12	-2	2	8
46	-12	11	-6	2	-5
47	9	5	-1	-6	-3
48	2	0	-1	-5	-51
49	10	5	-3	-4	-6
50	17	6	0	·	44

The list continues:
item	SMILES	GSK3beta inhib	HSF1 inh	aSyn UTR inh	HSP90 refold inh	KLF5 inhibitor
51	Cc1ccc(NS(=O)(=O)c2cc(C(N)=O)ccc2C)cc1	1	-2	-2	2	-16
52	CC(NC(=O)c1ccc2c(c1)C(=O)N(Cc1cccnc1)C2=O)c1ccccc1 (centres undefined)	-1	0	-2	2	-6
53	CC(C)[C@@H](C(=O)NC1CCCC1)N1C(=O)N2CCc3c([nH]c4ccccc34)[C@@]2(C)C1=O	0	10	-4	6	-6
54	FC(F)(F)c1nc(-c2cccnc2)ncc1-c1nnnn1-c1ccccc1	14	-1	-5	1	-4
55	Cc1ccc2c(C)cc[n+](CCCS(=O)(=O)[O-])c2c1	2	-4	4	0	9
56	O=C(c1cnccn1)N1CCc2ccccc2C1	-2	-2	6	-4	-30

item	Platelet DG rel	DYRK1A inh	GSK3 alpha inh	IEC-6 tox	HSF-1 act
51	3	1	-2	3	6
52	4	3	-4	11	-9
53	0	2	2	0	16
54	-5	-2	0	5	-14
55	1	1	-2	2	-3
56	-1	·	9	-4	-6
